Hep lipid drop: inhibitors of hepatocyte lipid droplet formation, primary screen, imaging, high-throughput imaging, BODIPY stain; AML12 mouse hepatocytes, oleate lipid droplets; inhibition, % at 6.5 µM; 240,000 tested, 0.4% active; AID 1656, 2009;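 active = lipid droplet intensity inhibited by at least 50%, with more than 500 cells counted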
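material = mouse AML12 hepatocyte cell line, fixed after treatment | also added = 100 µM oleic acid challenge | doses = compound at 6.5 µM only | schedule = overnight exposure | technique = Image-based BODIPY and DAPI two-channel analysis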
TNAP activators: human TNAP enzyme activators, primary screen, biochemical, luminescent, no phosphate acceptor, uHTS (AID 1001); Alkaline phosphatase, tissue-nonspecific isozyme (Homo sapiens); purified TNAP, luminescent activation assay, no phosphate acceptor; higher activation fold means a stronger effect; one-dose activation fold at 20 µM; EC50 in µM for titrated hits; 200,000 tested, 0.03% active; in the data active = activation fold from about 3, or a potency from the dose series; inactive = the rest, 99 in 100 with activation fold below about 1.6; also: many of its hits are not listed in these tables
M1AAP inhibition: P. falciparum M1AAP inhibitors, biochemical, fluorogenic H-Leu-NHMec substrate, 1536-well (AID 1445) | Aminopeptidase N (Plasmodium falciparum (isolate 3D7)) | recombinant M1AAP, H-Leu-NHMec fluorogenic kinetic assay; higher % means a stronger effect | one-dose inhibition, % at 30 µM; IC50 in µM for titrated hits | 220,000 tested, 0.42% active;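 active = primary inhibition above the hit cutoff, then over 50% inhibition at one or more dose response concentrations, cut at about 23% in these data, passing the limit was not always enough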;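 also: plate controls were DMSO full reaction for no effect and no enzyme background for full effect; strong numbers were not always called active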
WT yeast gro inh: growth inhibition of WT strain, primary screen, mitochondrial fusion inhibitor project, WT and mutant strains, chemical genetic | mitochondrial fusion phenotypic screen | inhibition, % at 10 µM | 190,000 tested, 2.1% active; in the data active = inhibition above about 58%; tested in S. cerevisiae
Myeloid diff 2: induction of myeloid progenitor differentiation, primary screen, cell-based, flow cytometry, MLPCN library | ER-HoxA9 myeloid progenitors, lysozyme-GFP differentiation | calls only at 10 µM | 360,000 tested, 1% active | AID 624256, 2012;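 active = normalized GFP-positive differentiation at or above the plate's own cutoff, the solvent-only control mean plus 3 SD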;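 also: cells exposed to compound for four days before flow analysis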
ER stress rescue: rescue of cells from ER stress-induced death, primary screen, 384-well, CSM14.1, thapsigargin, ATP luminescence (AID 1222) | CSM14.1 thapsigargin-induced death rescue, ATP luminescence; higher % means a stronger effect | cellular ATP content (survival), % at 20 µM, or EC50 in µM where a hit was titrated | 190,000 tested, under 10 active;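 active = EC50 below 50 µM in the dose-response confirmation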;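 also: death triggered by thapsigargin at about 15 µM added after 2 h compound pretreatment; cell ATP read after overnight thapsigargin exposure of roughly 18 to 22 hours; normalized against plate controls of thapsigargin alone and 5% DMSO vehicle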
human PMI inhibitors: human PMI inhibitors, high substrate, primary screen, biochemical, fluorescence intensity, high mannose 6-phosphate (AID 1220). Mannose-6-phosphate isomerase (Homo sapiens). recombinant PMI enzyme, coupled fluorescence intensity; higher % means a stronger effect. inhibition, % at 20 µM; hits with a dose series show IC50 in µM. 190,000 tested, 0.66% active
human PMI inhibition: inhibitors of human PMI, primary screen, biochemical, fluorescence intensity, coupled assay (AID 1209); Mannose-6-phosphate isomerase (Homo sapiens); purified PMI enzyme, coupled fluorescence intensity; higher % means a stronger effect; inhibition, % at 20 µM; hits with a dose series show IC50 in µM; 190,000 tested, 0.42% active;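 also: plate controls were DMSO vehicle for no effect and wells lacking substrate for full effect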
UTI89 phage lysis: inhibition of K1F phage lysis, E. coli UTI89, bacterial capsule biogenesis inhibitors, alamar blue (AID 488966); E. coli UTI89 K1F phage lysis, alamar blue, 2 h; higher % means a stronger effect; one-dose inhibition, % at 100 µM; IC50 in µM for titrated hits; 340,000 tested, 0.02% active;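 active = phage lysis inhibition, versus mean bacterial control, above a set limit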;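 also: capsule biogenesis inhibitors block K1F phage lysis so surviving cells raise fluorescence; higher fluorescence means more inhibition of phage lysis; actives were called in the ten point dose series up to 300 µM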
WT yeast gro inh mutant strain: also measured in WT yeast gro inh; calls as there; inhibition, %; mitochondrial fusion phenotypic screen, mutant strain inhibition
Hep lipid drop cells 6.5 µM: further read-out of Hep lipid drop, marked with its call; cell count; measured here: cell count, cytotoxicity flag;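 cells counted across two imaged fields per well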
Myeloid diff 2 GFP+ MAC1+ %: recorded beside Myeloid diff 2, whose call it bears; GFP+ MAC1+ double positive, %; measured here: differentiation confirmed by MAC1 staining
* = called active by the depositor; i = inactive; / = not tested or not shown; [ ] = remark or other dose. Rule as the data show it, unless noted: active = inhibition above about 50%; inactive = the rest.

SMILES	Hep lipid drop	Hep lipid drop cells 6.5 µM	TNAP activators	M1AAP inhibition	WT yeast gro inh	WT yeast gro inh mutant strain	Myeloid diff 2	Myeloid diff 2 GFP+ MAC1+ %	ER stress rescue	human PMI inhibitors	human PMI inhibition	UTI89 phage lysis
COc1ccc(CCc2nnc(CCC(=O)NCc3ccc4ncccc4c3)o2)cc1	4	669	1.1	2%	-19	-20	i	0.3	4.0%	-6%	2%	2.9%
COc1ccccc1CNC(=O)c1cccc(-c2ccc(C)c3ccccc23)n1	-22	695	1.1	-6%	50	7	/	/	0.4%	12%	6%	/
O=C(c1cc(-c2ccco2)on1)N1CCN(c2ccccc2)CC1	-8	618	1.1	10%	18	6	i	1.6	-1.5%	53%*	54%*	0.3%
O=C(NC(=S)Nc1cc([N+](=O)[O-])ccc1Cl)c1ccccc1	10	795	0.9	2%	15	24	i	0.5	3.2%	8%	15%	-1.4%[50 µM]
CCOc1cc(/C=N\NC(=O)c2ccc(NC(=O)CC)cc2)ccc1OC(=O)c1ccccc1	/	/	1.1	2%	-1	14	i	0.6	-0.7%	-12%	-13%	0.1%
O=S(=O)([O-])CCC[n+]1c(/C=C\Nc2ccccc2)oc2ccc(-c3ccccc3)cc21	0	682	0.9	17%	12	5	/	/	1.8%	/	/	/
CCCCCOC(=O)CSc1nc2c(c(=O)[nH]c(=O)n2C)n1Cc1ccc(Cl)cc1	-2	701	1	2%	1	-1	i	1.0	/	1%	5%	-0.7%
CC(C)(C)c1ccc(S(=O)(=O)NCc2ccc(C(=O)N3CCCC3)cc2)cc1	4	849	1.1	-2%	28	11	i	0.8	-1.1%	6%	5%	3.2%
O=C(C1CC1)N1CCN(c2ccnc3cc(Cl)ccc23)CC1	10	639	1.1	5%	3	4	i	0.3	3.3%	-3%	2%	2.3%
COC(=O)CN1C(=O)S/C(=C/c2ccc(N3CCCCC3)o2)C1=O	/	/	1	11%	4	3	i	1.0	-0.8%	46%	8%	-0.2%
Oc1ccc(N=Nc2nc(-c3ccccc3)c(-c3ccccc3)[nH]2)cc1	24	665	0.5	16%	92*	80*	i	0.0	9.4%	3%	7%	4.4%
COc1ccc(C(=O)Oc2cccc(/C=N/NC(N)=S)c2)cc1	-25	592	1	2%	-7	-2	i	0.7	-1.6%	-2%	-7%	0.3%
Cc1ccc(-n2c(C)csc2=N)cc1	-1	792	1.1	4%	18	12	i	8.4	-4.5%	1%	4%	-0.6%
Cc1cccc(NC(=O)c2sc(C)nc2C)c1	-2	762	1	6%	-13	-5	i	0.9	-4.0%	-12%	-23%	-0.5%
NC(=O)NOCc1ccccc1	-2	736	1.1	4%	5	-2	i	0.2	-2.3%	-8%	-13%	0.3%
Oc1ccc(CNc2ccccc2O)cc1	-13	729	0.9	15%	62*	57*	i	0.3	-4.4%	17%	20%	0.8%
Cc1nnc2n1N=CC=C(c1ccccc1)S2	-2	783	1.1	6%	-2	3	i	0.4	-0.2%	-6%	-2%	0.9%
CC(C)C(NC(=O)c1cccnc1)C(=O)O (stereo unspecified)	-3	695	1	-1%	-4	4	i	0.5	-0.9%	-8%	-1%	0.0%
O=C(CC1SC(=Nc2ccccc2)N(CCCCO)C1=O)NCc1ccccc1 (stereo unspecified)	29	804	1	8%	5	5	i	1.5	1.2%	1%	2%	0.2%
COC(=O)Cn1c(C)c(C#N)c2ccccc21	0	727	1.1	7%	-5	-3	i	0.0	-2.5%	19%	14%	-0.3%
O=C(CCC(=O)c1cccs1)OCC(=O)c1ccc(Cl)s1	/	/	1.1	1%	5	20	i	0.9	0.9%	10%	4%	5.7%
CN(CC(=O)Nc1ccc(F)cc1[N+](=O)[O-])Cc1ccccc1	8	685	1.1	4%	3	-28	i	0.1	-2.4%	-2%	-1%	-0.1%
COc1ccc(OC)c(/C=N\NC(=O)CSc2nnc(CCCc3ccc(OC)c(C)c3)o2)c1	-7	754	1.1	5%	19	17	i	0.7	-0.3%	10%	22%	1.2%
CCc1ccccc1NC(=O)CN(C)C(=O)CSc1nn(-c2ccccc2)c(=S)s1	-3	591	1.1	4%	-2	-3	i	0.5	-2.2%	5%	20%	-1.0%
c1ccc2c3nnc4n(c-3nc2c1)CCCS4	23	746	0.9	14%	-9	3	i	4.7	1.2%	1%	4%	-4.1%
O=C(Nc1nccs1)C1CCCN1S(=O)(=O)c1ccc(F)cc1 (stereo unspecified)	-2	723	1.1	-3%	3	-7	i	1.2	-2.4%	16%	18%	-0.1%
Cn1ccnc1Sc1nc(Nc2cccc(Cl)c2)nc(N2CCOCC2)n1	/	/	1.1	-7%	13	27	i	0.5	2.0%	1%	2%	-0.2%
CCOC(=O)CSCC(=O)Nc1nnc(-c2cccc([N+](=O)[O-])c2)s1	9	753	1.1	2%	14	-2	i	2.2	-4.8%	-9%	-8%	-1.4%
O=C(CCS(=O)(=O)Cc1ccccc1)NCCc1ccccc1	2	683	1.1	0%	-12	-17	i	0.5	-1.0%	-6%	-10%	0.3%
CC(=O)c1cccc(CN2CCN(CCC(C)C)C(CCO)C2)c1 (stereo unspecified)	15	743	/	6%	/	/	i	0.7	/	/	/	0.1%

Results in WT yeast gro inh, Myeloid diff 2 and Hep lipid drop, for 2 of the compounds above:
SMILES,WT yeast gro inh,Myeloid diff 2,Hep lipid drop
CC(C)C(NC(=O)c1cccnc1)C(=O)O (stereo unspecified),-4,i,-3
Oc1ccc(CNc2ccccc2O)cc1,62*,i,-13

The list goes on:
SMILES	Hep lipid drop	Hep lipid drop cells 6.5 µM	TNAP activators	M1AAP inhibition	WT yeast gro inh	WT yeast gro inh mutant strain	Myeloid diff 2	Myeloid diff 2 GFP+ MAC1+ %	ER stress rescue	human PMI inhibitors	human PMI inhibition	UTI89 phage lysis
COc1cc(OC)c(NC(=S)Nc2cccc(C(C)=O)c2)cc1Cl	/	/	1.1	11%	2	-3	i	0.8	-1.0%	9%	5%	0.5%
Cc1ccc(NC(=O)c2noc3c2CCc2ccccc2-3)cc1	26	797	1.2	11%	-4	0	i	0.3	-1.5%	0%	-1%	4.8%
COc1ccc(Nc2cc(C)nc3ncnn23)c(OC)c1	/	/	1.1	-2%	-3	-9	i	1.4	-1.3%	-2%	0%	2.1%
Nc1cc(=O)nc(SCC(=O)Nc2cccc3ccccc23)n1CCc1ccccc1	/	/	1.1	14%	15	12	i	0.4	-0.6%	12%	7%	-0.5%
C=CCc1cc(C=O)cc(OCC)c1OCc1ccc(Cl)cc1	-7	648	1.1	8%	28	5	i	0.7	-2.7%	0%	11%	5.0%
Cn1c(/C(C#N)=N/O)nc2ccccc21	-8	732	1.1	2%	-8	7	i	0.7	22%	-6%	4%	0.7%
COc1ccc(S(=O)(=O)n2oc(=O)cc2-c2ccccc2)cc1	0	796	1.1	4%	-12	-2	i	1.5	-2.6%	2%	4%	3.0%
CC(=O)Nc1ccc(N2C(C(C)=O)=NN(c3ccc(Cl)cc3)C2c2sccc2C)cc1 (stereo unspecified)	-28	639	1	0%	26	5	i	2.3	2.7%	3%	8%	0.1%
CCOC(=O)C1=C(O)/C(=C\c2sccc2C)N=C1C	-3	618	1	5%	-11	-9	i	0.8	-4.2%	15%	19%	0.7%
COc1ccc(-c2[nH]ncc2-c2ccc3c(c2)OCCO3)c(O)c1	-18	763	1	-7%	9	4	i	0.3	0.3%	6%	12%	-0.1%
COc1ccc(COCCN2CCN(S(=O)(=O)c3ccccc3)CCC2=O)cc1	9	660	/	-1%	/	/	i	0.5	/	/	/	1.1%
CN1CCN(NC(=O)c2ccc(COc3ccccc3Br)o2)CC1	-2	676	1.1	4%	-5	4	i	0.3	-2.0%	14%	10%	0.3%
Cc1nnc(SCC(=O)NC(C)c2ccccc2)[nH]c1=O (stereo unspecified)	8	781	1.1	0%	13	2	i	1.2	-2.5%	-13%	0%	0.6%
COc1ccc(CCNC(=O)Cc2nn(C)c(=O)c3ccccc23)cc1OC	-2	642	1.1	1%	8	17	i	1.1	-2.6%	2%	3%	-0.3%
COc1ccccc1N(CC(=O)NCc1ccccn1)S(C)(=O)=O	18	665	1.1	15%	-4	-19	i	3.2	/	11%	18%	0.4%
COc1ccc(NC(=O)c2cccc(Oc3ccc([N+](=O)[O-])cc3Cl)c2)cc1	0	631	1.1	5%	44	13	i	1.0	-0.9%	10%	22%	0.2%
COc1ccccc1-c1nnc2n1N=C(C(C)(C)C)CS2	0	758	1.1	3%	-13	-18	i	0.7	-1.2%	3%	5%	-0.2%
O=C(Nc1ccc2c(c1)CCC2)c1ccc(Br)o1	-11	753	1.1	21%	27	30	i	0.7	-5.3%	6%	5%	0.7%
Cc1ccc(NC(=O)CSc2nnc(/N=C/N(C)C)s2)cc1	-2	669	1.3	-2%	-11	4	i	0.6	2.2%	4%	1%	0.8%
COc1ccc(CNC(=O)C2(c3ccc(Cl)cc3)CC2)cc1	-2	596	1	-14%	3	-10	i	0.8	-3.7%	0%	4%	0.3%
CCn1c(SCc2nc3ccccc3s2)nnc1-c1cccs1	-38	695	1.1	2%	-5	-8	i	5.2	/	-22%	-13%	6.0%
CN1C(=O)CC(N2CCC(c3nc4ccccc4s3)CC2)C1=O (stereo unspecified)	-1	749	1	-3%	8	-2	i	1.2	3.5%	7%	6%	0.1%
C=CCn1c(Sc2nnc(C)s2)nc2c1c(=O)[nH]c(=O)n2C	/	/	1.2	1%	8	0	i	1.3	-1.5%	-6%	-5%	0.3%
Nc1ccccc1SC1CC(=O)N(c2ccccc2Cl)C1=O (stereo unspecified)	1	686	/	3%	/	/	i	0.5	/	/	/	0.3%
COC(=O)[C@H](CCSC)NC(=O)Nc1ccc(C(C)C)cc1	/	/	1.1	1%	-6	-5	i	1.2	6.8%	3%	2%	1.3%
O=C(Nc1ccc(Cl)c(Cl)c1)c1ccc(Cn2c(=O)[nH]c3ccsc3c2=O)cc1	-4	673	1.1	1%	5	-15	i	2.3	-1.9%	8%	2%	2.5%
